LGR2 antag – inhibitors of bursicon-induced LGR2 CRE-luciferase signal, primary screen, cell-based, HEK293, CRE-luciferase reporter, bursicon stimulation; Drosophila bursicon receptor LGR2 (rickets); inhibition, % at 9.99 µM; bursicon-stimulated, 4 h; hit rate 0.35% among 380,000;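 active = drop in luminescence signal, shown as inhibition above about 50% in the replicate tests, limit read from the data, passing the limit was not always enough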;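 also: agonist challenge used bursicon conditioned medium at about half maximal strength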
PGC1a acetyl inh – inhibitors of PGC1a acetylation signal, primary screen, cell-based, U2OS, AlphaScreen, inhibitor mode; hit rate 0.17% among 350,000; inhibition, % at 15.6 µM; AlphaScreen anti-acetyl-lysine; with virally co-expressed GCN5 acetyltransferase;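 active = every replicate shows inhibition of at least 40%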;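 also: 0% = neutral control wells and 100% = positive control wells; some results beyond the cut were filed as inactive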
Statin myotox sup – suppressors of statin myotoxicity in C2C12 myotubes, primary screen, cell-based, single point, plate reader; C2C12 myotubes + simvastatin, ATP luminescence, 48 h; scaled: DMSO 0, geranylgeraniol control 100; rescue of ATP level, % at 7.49 µM; hit rate 0.78% among 330,000; AID 602340, 2012;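 active = mean ATP rescue above about 67%, or every replicate alone reaching that limit, limit read from the data, passing the limit was not always enough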;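 also: myotubes were challenged with 10 µM simvastatin during compound exposure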
PglD DTNB – C. jejuni PglD acetyltransferase inhibitors, primary screen, biochemical, DTNB colorimetric, single point; UDP-N-acetylbacillosamine N-acetyltransferase PglD (Campylobacter jejuni); purified PglD enzyme, DTNB colorimetric CoA detection; inhibition, % at 12.5 µM; hit rate 0.098% among 360,000; AID 602405, 2012; in the data active = inhibition above about 16%, passing the limit was not always enough; also: strong numbers were not always called active
ARNT TACC3 PPI – disruptors of ARNT/TACC3 protein interaction, primary screen, biochemical, AlphaScreen, single concentration; AID 623870, 2012; AlphaScreen His-ARNT PAS-B/GST-TACC3 binding, luminescence; TACC3 fragment carries E629A point mutation; inhibition, % at 9.99 µM; hit rate 0.66% among 390,000; Transforming acidic coiled-coil-containing protein 3 (Homo sapiens), Q9Y6A5;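 active = mean inhibition of replicates at least 50% and at least half of replicates each reaching 50%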;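 also: 0% = complete ARNT plus TACC3 wells and 100% = ARNT alone without TACC3; many hits fall short of the cut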
PAX8 inh HTS – inhibitors of PAX8-driven TPO luciferase reporter, primary screen, RMG-I cells, single concentration; SteadyGlo, 24 h; inhibition, % at 12.6 µM; hit rate 1.2% among 360,000; AID 652154, 2013;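 active = mean replicate inhibition at least 60% with every replicate also reaching 60%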;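 also: luciferase light reporting Pax8 driven TPO promoter activity; plate controls were median of neutral control wells for no effect and mitoxantrone controls for full effect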
Cneo AK release – Cryptococcus neoformans cell lysis inducers, primary screen, AK release luminescence, single concentration; AID 651654, 2012; C. neoformans lysis, adenylate kinase release luminescence, 4 h; normalised: neutral wells 0, clomiphene wells 100; lysis activity, % at 15 µM; hit rate 0.2% among 360,000;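 active = mean lysis activity across replicates of at least 80%, whatever share of replicates individually reach that level; inactive = mean lysis activity below 80%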
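Material: C. neoformans cells | Amount: Yeast cell density of 5 × 10^6 cells/mL | Medium: Fresh YPD growth medium | Dosing: Single dose | Times: Static 4 h at 37 °C with compound, 1 h detection | Detection: AK luminescence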
INS-1E GSIS act – GLuc luminescence reporter in INS-1E cells, primary screen for activators of glucose-dependent secretion of insulin | AID 743287, 2014 | activation, % at 16.6 µM | INS-1E GLuc reporter insulin secretion, 2-3 h | hit rate 0.61% among 370,000;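 active = lowest replicate activation of at least 40%, so every replicate reaches that level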;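 also: 0% = median of neutral control wells and 100% = median of IBMX positive control wells; some compounds called inactive have numbers as strong as hits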
* = called active by the depositor; x = not tested or not shown; & = joins results of further samples.

nr	SMILES	LGR2 antag	PGC1a acetyl inh	Statin myotox sup	PglD DTNB	ARNT TACC3 PPI	PAX8 inh HTS	Cneo AK release	INS-1E GSIS act
1	COCCn1c(N)c(N(Cc2ccccc2)C(=O)c2oc3ccccc3c2C)c(=O)[nH]c1=O	3	17	-5	11	3	31	8	-7
2	COCCNC(=O)C(c1cccc(OC)c1)N(C(=O)Cn1nnc2ccccc21)c1cccnc1 (stereo not drawn)	x	7	7	-16	-2	11	2	x
3	CCC(C)NC(=O)CSc1nnc(-c2ccoc2C)n1CC1CCCO1 (stereo not drawn)	x	x	x	1	-9	2	-1	x
4	Cc1cccc(C(C)C)c1NC(=O)COC(=O)CN1C(=O)C2CC=CCC2C1=O (stereo not drawn)	4	x	19	2	3	1	-1	-10
5	CC(=O)N(C)C[C@H]1[C@H](c2ccccc2)[C@@H](CO)N1C(=O)C1CCC1	38	-2	-5	-11	2	0	0	13
6	CNS(=O)(=O)c1cccc(C(=O)OCC(=O)c2ccc3c(c2)OCCO3)c1	13	5	5	0	-1	25	-7	10
7	CN(CC(=O)Nc1cccc(F)c1)C(=O)/C=C/c1cn(Cc2ccccc2)nc1-c1cccnc1	2	x	4	1	0	33	-2	7
8	CN(C(=O)CCNC(=O)Cn1cnc2ccccc2c1=O)c1ccccc1F	5	x	16	-6	6	-5	1	1
9	Cn1cc(CCNC(=O)C2CCC(=O)N(CCc3ccc(Cl)cc3)C2)cn1 (stereo not drawn)	22	1	1	0	-1	15	0	0
10	COc1ccc(NC(=O)Nc2ccc3c(c2)OCO3)c(C)c1	-14	7	-1	1	-2	-113	-5	0
11	C(=C\n1nnc2ccccc21)/c1ccccn1	-34	x	9	2	3	-124	-2	-3
12	CSCCC(NC(N)=O)C(=O)N(C)CC(=O)Nc1cc(C)ccc1C (stereo not drawn)	x	-25	7	-1	-3	x	-2	x
13	c1ccc(-c2nc3ccccc3o2)nc1	x	-3	3	1	-7	x	5	x
14	Cc1cc(Cl)ccc1OCC(=O)NNC(=O)C1CCCO1 (stereo not drawn)	-20	x	x	x	-9	13	x	0
15	c1ccc(OCCSc2nnnn2C2CCCCC2)cc1	-5	-7	x	x	-7	x	x	0
16	CCSc1ncc(C)cc1[N+](=O)[O-]	-26	x	x	x	6	-10	x	4
17	COC(=O)c1cccc(NC(=O)Cc2coc3cc(OC)ccc23)c1	x	-1	-6	-7	-5	x	-1	x
18	C[C@@H]1CCCCO[C@@H](CN(C)CC2CC2)[C@H](C)CN([C@@H](C)CO)C(=O)c2cc(NS(C)(=O)=O)ccc2O1	-5	6	x	2	-9	-12	15	8
19	Cc1cccc(C(=O)n2c(=S)nc3ccccn32)c1	x	5	-19	3	11	x	-4	x
20	COc1ccc(-n2cnnc2SCC(=O)N2CCN(S(=O)(=O)c3ccccc3)CC2)cc1	6	3	-4	1	-4	x	-6	-9

Other structures follow.
nr	SMILES	LGR2 antag	PGC1a acetyl inh	Statin myotox sup	PglD DTNB	ARNT TACC3 PPI	PAX8 inh HTS	Cneo AK release	INS-1E GSIS act
21	C[C@@H]1CCCCO[C@@H](CN(C)C(=O)C2CCCCC2)[C@@H](C)CN([C@@H](C)CO)C(=O)c2cc(NC(=O)CCC(F)(F)F)ccc2O1	2	-9	x	-2	-7	x	-2	-5
22	C=CCn1c(SCC(=O)c2cc(C)n(C(C)COC)c2C)nc2sc(C)c(C)c2c1=O (stereo not drawn)	x	3	-22	-1	-5	12	-2	x
23	CC(=O)/C(=N/Nc1ccc([N+](=O)[O-])cc1)N1CCCc2ccccc21	10	-3	-7	-17	-34	-1	2	-19
24	COc1cc(OCc2ccccc2)c2c(CCC(=O)O)cc(=O)oc2c1	-21	-1	x	x	-13	-11	x	18
25	CC1CNCCN1S(=O)(=O)c1cccc2cnccc12 (stereo not drawn)	18	-3	-17&0	12&4	-1&12	-34&-9	-1&5	x
26	Cc1cc(C(=O)Nc2ccc(Cl)cc2)n(-c2ccccc2)n1	-12	-4	9	3	0	-38	-1	-6
27	Nn1c(SCC(=O)Nc2ccccc2)nnc1C1CCCCC1	2	6	5	-3	x	-10	2	1
28	O=C(c1ccco1)N1CCN(C(=O)c2snc3ccc(Cl)cc23)CC1	x	16	-115	-2	2	x	-2	x
29	COC(=O)c1ccc(CNC(=O)COC(=O)/C=C/c2ccc(O)c(OC)c2)cc1	-13	0	5	3	-12	10	-1	x
30	Cc1sc(NC(=O)COc2cccc(-n3cnnn3)c2)c(C#N)c1C	0	x	4	2	-9	0	3	16
31	C[C@H]1CN([C@@H](C)CO)C(=O)c2cc(NC(=O)C3CCCCC3)ccc2O[C@H]1CN(C)S(=O)(=O)c1ccccc1	-2&-1	4&-7	-8&-2	0&2	-4&9	26	17&-1	0&-21
32	COc1cccc(OC)c1OCCCCN1CCCCC1	8	-9	-1	1	8	-20	-2	13
33	COc1ccc(NC(=O)C2Cc3cccc(OC)c3O/C2=N\O)cc1 (stereo not drawn)	8	10	-6	2	-6	8	-1	2
34	c1ccc(-c2nc3nc4ccccc4nc3n2Cc2ccco2)cc1	x	-6	x	5	14	-74	1	x
35	COc1ccc(CC(=O)OCC(=O)Nc2ccc(Cl)cn2)cc1	x	-37	2	1	-11	x	5	x
36	COc1ccccc1C(=O)N1C[C@@H]2[C@H](c3ccccc31)[C@H](CO)N2Cc1ccc(F)cc1	-1	-5	10	0	10	26	-3	-1
37	C[C@H](CO)N1C[C@H](C)[C@H](CN(C)C(=O)Nc2cccc3ccccc23)Oc2ccc(NC(=O)C3CCCCC3)cc2C1=O	-9	-2	-7	0	9	18	5	-10
38	CCOC(=O)C1OC2(CCCC2)OC1C(=O)OCC (stereo not drawn)	-9	16	3	x	x	-22	x	12
39	COc1ccc(CN(C(=O)c2cccs2)c2nccs2)cc1OC	x	-5	26	-2	0	-10	-1	x
40	CCc1nc2c(OCc3cc(Cl)cc(Cl)c3)cccn2c1N(C)C(=O)c1ccc(C)cc1	1	-6	-21	-4	x	7	1	1

Some of the entries so far, screen by screen:
35. COc1ccc(CC(=O)OCC(=O)Nc2ccc(Cl)cn2)cc1
36. COc1ccccc1C(=O)N1C[C@@H]2[C@H](c3ccccc31)[C@H](CO)N2Cc1ccc(F)cc1

| compound no. | 35 | 36 |
| --- | --- | --- |
| LGR2 antag | x | -1 |
| PGC1a acetyl inh | -37 | -5 |
| Statin myotox sup | 2 | 10 |
| PglD DTNB | 1 | 0 |
| ARNT TACC3 PPI | -11 | 10 |
| PAX8 inh HTS | x | 26 |
| Cneo AK release | 5 | -3 |
| INS-1E GSIS act | x | -1 |

Remaining list, next part
nr	SMILES	LGR2 antag	PGC1a acetyl inh	Statin myotox sup	PglD DTNB	ARNT TACC3 PPI	PAX8 inh HTS	Cneo AK release	INS-1E GSIS act
41	CC(C)NC(=O)N[C@@H]1CC[C@@H](CCNS(=O)(=O)c2ccc(F)cc2)O[C@@H]1CO	7	-1	-4	-2	-5	4	0	7
42	COc1cc(Cl)cc(C=O)c1OCC(=O)O	18	-31	-2	-3	-3	11	8	18
43	CC(C)(O)C#Cc1ccc(C(=O)NC2CCCCC2)s1	-85	x	x	x	1	-80	x	4
44	O=C(c1ccc(Cl)cc1)c1coc2ccc(O)cc12	x	-14	5	-19	-9	x	-4	x
45	CCN(c1ccccc1)P(=O)(Nc1ccccc1)Nc1ccccc1	-5	-5	-7	x	-5	5	x	-15
46	O=C(CSc1nc2ccccc2c(=O)n1-c1ccccc1Cl)NCC1CCCO1 (stereo not drawn)	-13	0	-12	6	-4	-3	0	4
47	O=C(O)CC1(CC(=O)NCc2ccc(-c3cccs3)cc2)CCCCC1	2	4	-7	7	-4	-13	-3	-7
48	CN=c1oc2ccc(Cl)cc2cc1C(N)=O	x	15	3	6	0	13	1	x
49	COc1ccc(CCN2CC(C(=O)Nc3ccccc3F)CC2=O)cc1OC (stereo not drawn)	9	-5	2	4	-1	-9	-1	13
50	CCCN(C)C[C@@H]1Oc2ncc(-c3ccccc3)cc2C(=O)N([C@H](C)CO)C[C@@H]1C	10	-11&-8	17&-1	5&6	7&-2	-7	-14&0	-16
51	CCN(Cc1ccccc1)C(c1cc2cc(C)ccc2[nH]c1=O)c1nnnn1CCOC (stereo not drawn)	-8	-6	x	-10	-11	x	2	3
52	O=C(N/N=C/C1CC=CCC1)c1ccc(O)cc1O (stereo not drawn)	11	x	8	x	18	-8	x	-8
53	CC(=O)c1ccc(Nc2nc(C(N)c3ccccc3Cl)cs2)cc1 (stereo not drawn)	x	-7	-6	-1	x	4	1	x
54	Cc1cc(C)cc(-n2ccnc2SCC(=O)Nc2ccc3c(c2)OCCO3)c1	-8	-39	12	4	22	x	5	17
55	C[C@@H]1CCCCO[C@@H](CN(C)Cc2ccncc2)[C@@H](C)CN([C@@H](C)CO)C(=O)c2cc(NS(C)(=O)=O)ccc2O1	-13	-2	14	x	x	-2	x	3
56	Cc1ccc(NC(=S)NC(=O)c2ccc(Br)o2)c(C)c1	-73	-15	x	x	0	-165	x	2
57	COc1ccc(NC(=O)N(C)C[C@H]2OCCCC[C@@H](C)Oc3ccc(NS(=O)(=O)c4ccc(C)cc4)cc3C(=O)N([C@@H](C)CO)C[C@H]2C)cc1	-12	-1	x	15	-4	-4	-3	-12
58	CCCC(=O)Nc1ccc2c(c1)OC[C@H](C)N(C(=O)CC)C[C@@H](C)[C@@H](OC)CN(C)C2=O	2	-9	11	1	-2	-1	0	-6
59	CCN(CC)S(=O)(=O)c1ccc2c(c1)nc(CCC(=O)OCC(=O)Nc1c(F)cccc1F)n2C	0	x	x	x	4	28	x	-10
60	O=C(C[C@@H]1CC[C@H](NC(=O)Nc2ccc(C(F)(F)F)cc2)[C@@H](CO)O1)NCc1cc(F)cc(F)c1	10	7	5	-1	0	-7	-7	18
61	O=C(/C=C/c1cccc([N+](=O)[O-])c1)OCC(=O)N1CCCCC1	-29	-19	8	-2	x	6	2	-7
62	O=C(Cc1ccccc1)NCc1ccncc1	15	x	x	x	5	-10	x	13
63	C/C=C/c1ccc2c(c1)O[C@@H](CN(C)C(=O)Nc1ccccc1)[C@H](C)CN([C@@H](C)CO)S2(=O)=O	14	-11	3	4	3	x	-3	-22

High-throughput results as filed in PubChem BioAssay.
